TMEM16A inh: blocks the mouse calcium-activated chloride channel TMEM16A | 310,000 compounds, 1.2% hits | HEK293 TMEM16A/YFP iodide influx fluorescence, ionomycin | Q8BHY3 | normalized B-score (activity score, 25-100; higher = stronger inhibition) at 10 µM;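 active = ratio plate-corrected score three or more library SD toward inhibition, starting fluorescence score within five deviations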;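 also: score derived from kinetic fluorescence span divided by baseline fluorescence per well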
MrgX1 PAM: allosterically activates human MrgX1 receptor signaling; MrgX1-HEK293, Fluo-4 calcium flux, FDSS; hits give high values; B-score at 10 µM; 310,000 compounds, 0.63% hits; AID 588675;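 active = plate-corrected calcium response at least 3 library SD above typical, normal starting fluorescence, not activating the receptor alone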;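 also: compound read alongside a low EC10 to EC30 dose of BAM8-22 agonist; peak minus trough fluorescence over baseline measured at the second addition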
KCNQ1 inh: inhibitors of human KCNQ1 potassium channel | B-score at 10 µM | CHO-K1 KCNQ1, FluxOR thallium flux fluorescence; hits give high values | 310,000 compounds, 1.3% hits | P51787 | AID 2642;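 active = compounds whose thallium flux B-score, printed positive for inhibition, exceeds three library SD while starting fluorescence stays within three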;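 also: channel opened by potassium depolarization with thallium stimulus after 20 min compound exposure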
RGS4 pot: potentiators or activators of RGS4; 310,000 compounds, 0.92% hits; HEK293 M3R/inducible RGS4, carbachol calcium flux Fluo4; hits give low values; B-score at 10 µM;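 active = B-score of the integrated calcium signal more than 4 SD below the library mean, with starting fluorescence not abnormally high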;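 also: negative B-score means reduced calcium response which marks RGS4 activation or potentiation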
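test system = M3R-expressing HEK293 line, RGS4 induced by doxycycline | probe or stimulus = carbachol at ECmax as muscarinic agonist stimulus | timing = dye loading 30 min 37 °C, buffer rest 30 min RT | signal = calcium dye Fluo4 fluorescence | evaluation = B score from integrated fluorescence ratio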
KCNK3 block: human KCNK3 channel inhibition, primary screen | O14649 | CHO-KCNK3 thallium flux, FluxOR fluorescence; hits give low values | B-score at 10 µM | 340,000 compounds, 0.84% hits | AID 602410;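 active = B-score under library mean minus 4 SD, starting fluorescence ratio at most library mean plus 5 SD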;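 also: more negative B-score means stronger inhibition of thallium flux through KCNK3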
Target sequence (O14649 whole entry, looked up): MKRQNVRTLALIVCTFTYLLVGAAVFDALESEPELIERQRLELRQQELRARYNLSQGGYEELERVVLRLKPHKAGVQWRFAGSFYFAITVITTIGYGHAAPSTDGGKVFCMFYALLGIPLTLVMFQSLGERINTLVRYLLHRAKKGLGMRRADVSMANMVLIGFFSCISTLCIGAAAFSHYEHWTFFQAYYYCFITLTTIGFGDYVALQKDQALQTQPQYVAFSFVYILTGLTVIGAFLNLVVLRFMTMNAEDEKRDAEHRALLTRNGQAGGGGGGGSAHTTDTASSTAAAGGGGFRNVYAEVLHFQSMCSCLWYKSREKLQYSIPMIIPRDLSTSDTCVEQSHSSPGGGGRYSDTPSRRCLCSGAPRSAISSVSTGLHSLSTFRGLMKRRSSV
MrgX1 agonist: activates human MrgX1 receptor signaling | Q96LB2 | MrgX1-HEK293 cells, Fluo-4 calcium fluorescence, agonist mode; hits give high values | B-score at 10 µM | 310,000 compounds, 0.44% hits | AID 588627;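 active = calcium response B-score plate-corrected fluorescence ratio at least 3 library SD, with starting fluorescence B-score inside 5 SD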
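Assay system: MrgX1-expressing HEK293 cells / Amount: fifteen thousand cells per well / Doses: test compound in the initial addition of three / Timing: cells plated overnight, dye loaded 0.5 h 37 °C, 0.5 h room temperature / Technique: kinetic calcium dye fluorescence, Fluo-4 NW / Control set: positive and negative controls per plate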
RGS4 block: human RGS4 inhibition; P49798; HEK293 M3R/RGS4 inducible, Fluo-4 calcium flux; hits give high values; triggered by carbachol at its EC20; B-score at 10 µM; 310,000 compounds, 0.45% hits; AID 463165;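 active = B-score, a plate-corrected calcium signal, over three deviations above library mean, with baseline fluorescence within five deviations of library mean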;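 also: RGS4 expression induced by doxycycline in cells with stable M3 receptor; B-score is computed from the integrated fluorescence ratio over baseline after carbachol; higher B-score means a larger calcium signal and so more RGS4 inhibition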
Target sequence (P49798 whole entry, looked up): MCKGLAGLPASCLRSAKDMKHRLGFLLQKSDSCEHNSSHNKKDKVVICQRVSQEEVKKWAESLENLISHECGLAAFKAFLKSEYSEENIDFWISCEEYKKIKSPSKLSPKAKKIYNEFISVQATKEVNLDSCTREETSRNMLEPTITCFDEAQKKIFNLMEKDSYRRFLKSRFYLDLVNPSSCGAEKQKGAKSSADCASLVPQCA
hERG rescue: shields human hERG channel from block by proarrhythmic agents. activation (rescue from dofetilide block), less the hit threshold, % at 10 µM. AID 1511. Q12809. 310,000 compounds, 0.51% hits. CHO-hERG, FluxOR thallium flux, dofetilide IC70 present;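 active = activation above the mean of controls blocked by dofetilide plus 5 SD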;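 also: thallium influx through hERG after potassium depolarization seen as dye fluorescence rise; in these data hits start at about 4.7%; inactives centre near -7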
KCNQ1 pot: human KCNQ1 channel potentiation or activation; CHO-K1 KCNQ1, thallium flux FluxOR fluorescence; hits give high values; B-score at 10 µM; 310,000 compounds, 0.35% hits; AID 2648;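 active = fluorescence ratio B-score, a plate-corrected score, at least three library SD, with initial intensity B-score within 5 SD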
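Assay system: CHO-K1 cells stably expressing KCNQ1. Medium: assay buffer for compound exposure, DMSO matched across wells. Timing: 37 °C overnight plating, 90-min dark dye load, 20-min compound pretreatment. Signal: kinetic FluxOR fluorescence, 10 s baseline plus 110 s post-stimulus.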
KCNK9 inh: human KCNK9 channel inhibition; HEK293 KCNK9, FluxOR thallium flux fluorescence; hits give low values; 310,000 compounds, 1.2% hits; Q9NPC2; B-score at 10 µM; AID 488922;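 active = ratio B-score over 3 SD below the library mean, with starting fluorescence within 5 SD of its mean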;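 also: negative B-score means less thallium flux so channel inhibition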
Target sequence (Q9NPC2 whole entry, looked up): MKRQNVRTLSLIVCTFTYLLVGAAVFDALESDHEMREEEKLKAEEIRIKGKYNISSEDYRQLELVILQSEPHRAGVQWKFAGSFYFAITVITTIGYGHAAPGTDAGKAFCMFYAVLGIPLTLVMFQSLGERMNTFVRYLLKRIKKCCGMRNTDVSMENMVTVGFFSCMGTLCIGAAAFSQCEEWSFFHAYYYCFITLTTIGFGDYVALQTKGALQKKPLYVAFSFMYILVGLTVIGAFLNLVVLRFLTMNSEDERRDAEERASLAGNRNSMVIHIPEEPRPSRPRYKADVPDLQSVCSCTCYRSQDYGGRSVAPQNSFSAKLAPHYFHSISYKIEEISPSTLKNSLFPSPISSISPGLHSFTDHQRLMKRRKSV
ANO1 activ: activators or potentiators of mouse TMEM16A chloride channel; Q8BHY3; HEK293 TMEM16A/YFP-H148Q/I152L, iodide quench fluorescence; hits give low values; B-score at 10 µM; 340,000 compounds, 0.3% hits;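 active = fluorescence-ratio B-score plate-corrected deviation score at least 3 library SD below zero, with starting fluorescence score within 5 deviations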;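 also: channel opened by trigger with iodide after compound preincubation; score built on the fluorescence ratio of max minus min over baseline; more negative score means more quench and so TMEM16A activation or potentiation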
The depositor's hits bear a star; i = inactive; / = not tested or not shown.

No.	Structure	TMEM16A inh	MrgX1 PAM	KCNQ1 inh	RGS4 pot	KCNK3 block	MrgX1 agonist	RGS4 block	hERG rescue	KCNQ1 pot	KCNK9 inh	ANO1 activ
1	C=CCn1c(=O)c2ccccc2n2c(SCC(=O)O)nnc12	i	i	i	i	i	i	i	-1	i	i	i
2	CCOC(=O)c1cnc2ccc(C)cc2c1NCCN1CCOCC1	i	i	i	i	-8.8*	i	i	-2	i	i	i
3	COc1ccccc1C(=O)Nc1ccc(S(=O)(=O)Nc2nccs2)cc1	i	i	i	i	i	i	i	-7	i	i	i
4	CS(=O)(=O)N1CCC(C(=O)Nc2ccc(C(N)=O)cc2)CC1	i	i	i	i	i	i	i	-4	i	i	i
5	COc1ccc(S(=O)(=O)Nc2ccc(CC#N)cc2)cc1	i	i	/	/	i	i	/	/	/	/	i
6	COc1cc(C(C)=O)ccc1OCC(O)Cn1nc(C)c(C(C)=O)c1C (centres undefined)	i	i	i	i	i	i	i	-7	i	i	i
7	Cc1ccc(OCCn2cc(/C=C(\C#N)C(=O)NCC3CCCO3)c3ccccc32)cc1 (centres undefined)	i	i	i	i	i	i	i	-5	i	i	i
8	CC1CN(S(=O)(=O)c2ccc(C(=O)N(CCCN(C)C)c3nc4cc5c(cc4s3)OCCO5)cc2)CC(C)O1 (centres undefined)	i	i	i	i	i	i	i	-8	i	i	i
9	COc1ccc(CN2CC(=O)N(c3ccccc3OC)C2=S)cc1OC	i	i	i	i	i	i	i	-8	i	i	i
10	COc1ccc(N2CCN(C(=O)c3ccc4c(=O)n(Cc5ccc6c(c5)OCO6)c(=O)[nH]c4c3)CC2)cc1	i	i	i	i	i	i	i	-3	i	i	i
11	CCCC(=O)NCc1cc(-c2nn(C)c(=O)c3ccccc23)ccc1C	i	i	i	i	i	i	i	-8	i	i	i
12	COCCn1c(SCC(=O)Nc2nnc(C)s2)nnc1-c1ccoc1C	i	i	i	i	i	i	i	-3	i	i	i
13	Cn1c(=O)c2c(nc(SCC(=O)NCC3CCCO3)n2C)n(C)c1=O (centres undefined)	i	i	i	i	i	i	i	-7	i	i	i
14	Cn1c(=O)c2ccccc2n(CC(=O)N2CCCc3ccccc32)c1=O	i	i	i	i	i	i	i	-8	i	i	i
15	COc1cc(/C=N/NC(=O)c2cc(-c3ccco3)nc3ccccc23)cc(OC)c1O	i	i	i	i	i	i	i	-12	i	i	i
16	COC(=O)[C@@H](NC(=O)/C=C/c1ccc(OC)cc1)C(C)C	i	i	i	i	i	i	i	-6	i	i	i
17	Cc1ccc(NC2CCCN(C(=O)C3CCCCC3)C2)cc1C (centres undefined)	i	i	i	i	i	i	i	-5	i	i	i
18	O=C(CSc1ccccn1)N1CCN(c2ncc(C(F)(F)F)cc2Cl)CC1	i	i	i	i	i	i	i	-6	i	i	i
19	CCOC(=O)c1ccc(NC(=O)CN2C(=O)NC3(CCC(C)CC3)C2=O)cc1 (centres undefined)	i	i	i	i	i	i	i	-15	i	i	i
20	Cc1cccc(N(C(=O)c2snc(C(N)=O)c2N)C(C(=O)NCC2CCCO2)c2ccc(N(C)C)cc2)c1C (centres undefined)	i	i	i	i	i	i	i	-11	i	i	i
21	CC(=O)Oc1cccc(C(=O)Nc2ccc3c(c2)C(=O)N(CC2CCCO2)C3=O)c1 (centres undefined)	i	i	i	i	i	i	i	-3	i	i	i
22	O=C(CN1C(=O)/C(=C/c2ccccc2Cl)SC1=S)NC1CCS(=O)(=O)C1 (centres undefined)	i	i	i	i	i	i	i	-11	i	i	i
23	Cc1ccc(CNC(=O)C2CCCN(S(C)(=O)=O)C2)cc1 (centres undefined)	i	i	i	i	i	i	i	-8	i	i	i
24	CC1(C(=O)NC2CCCCCCC2)CCC(=O)N1Cc1cccnc1 (centres undefined)	i	i	i	i	i	i	i	-3	i	i	i
25	COc1ccc(/C=C/c2ccc3c(Br)ccc(O)c3n2)cc1	i	i	i	i	i	i	i	-8	i	i	i
26	CC(C(=O)Nc1cccnc1)N1C(=O)C2C3C=CC(C3)C2C1=O (centres undefined)	i	i	i	i	i	i	i	-14	i	i	i
27	Cc1noc(C(=O)N2CCN(c3ccc(F)cc3)CC2)c1Cl	i	i	i	i	i	i	i	-9	i	i	i
28	CCOc1ccccc1NC(=O)C(OC(=O)c1cc(C)oc1C)c1ccccc1 (centres undefined)	i	i	6*	i	i	i	i	-11	i	-7.9*	i
29	COc1ccc(CCNC(=O)C2CCN(S(=O)(=O)N3CCCCCC3)CC2)cc1OC	i	i	i	i	i	i	i	-10	i	i	i
30	CCOC(=O)C(C)Oc1ccc(NC(=O)C(Cl)(Cl)Cl)cc1 (centres undefined)	i	i	i	i	i	i	i	-8	i	i	i
31	CC(C)c1ccc(C2C3=C(COC3=O)Nc3cc4c(cc32)OCO4)cc1 (centres undefined)	i	i	i	i	i	i	i	-17	i	-9.4*	i
32	CCn1cc(C(=O)NCc2ccc3c(c2)OCO3)c(=O)c2cc(S(=O)(=O)N(C)C)ccc21	i	i	i	i	i	i	i	-6	i	i	i
33	CC(C)(OC1OC(CO)C(O)C(O)C1O)[C@H]1Oc2ccc3ccc(=O)oc3c2[C@H]1O (some centres undefined)	i	i	i	i	i	i	i	-6	i	i	i
34	O=C(CCc1ccc(S(=O)(=O)N2CCOCC2)cc1)Nc1ccc2c(c1)OCCO2	i	i	i	i	i	i	i	-9	i	i	i
35	CCOC(=O)c1c(C)nc2c(c1-c1ccccc1)C(=O)c1ccccc1-2	i	9.3*	i	i	i	i	i	-12	i	i	i
36	O=C(CSc1nnc(-c2ccccc2)o1)Nc1ccccc1F	i	i	i	i	i	i	i	-2	i	i	i
37	O=C(Cc1ccc(F)cc1)N1CCC(CC2CC(c3ccc(Cl)cc3)=NO2)(C(=O)NCC2CCCCC2)CC1 (centres undefined)	i	i	i	i	i	i	i	-11	i	i	i
38	Cc1occc1-c1nnc(SCC(N)=O)n1Cc1ccccc1	i	i	i	i	i	i	i	-9	i	i	i
39	CCCCCCNC(=O)CCc1nc2cccnc2n1Cc1ccc(OC)cc1	i	i	i	i	i	i	i	-2	i	i	i
40	Cc1ccc2nc(C)c(C(=O)N/N=C/c3ccccc3[N+](=O)[O-])cc2c1	i	i	i	i	i	i	i	-7	i	i	i
41	CC(=O)OC1CC2(C)/C(=N\O)CCC2C2CCc3cc(O)ccc3C12 (centres undefined)	i	i	i	i	i	i	i	-4	i	i	i
42	CCOC(=O)C1CCN(C(=O)c2ccccc2NS(=O)(=O)c2ccc(F)c(F)c2)CC1	i	i	i	i	i	i	i	-3	i	i	i
43	O=C(/C=C/c1ccccc1Cl)NCCc1ccccc1	i	i	i	i	i	i	i	-14	i	i	i
44	CCCC(=O)Nc1cc(=O)[nH]c2ncnn12	i	i	i	i	i	i	i	-2	i	i	i
45	CCN(CC)CCCN(C(=O)c1cccs1)c1nc(-c2ccc(OC)cc2)cs1	i	i	i	-11*	i	i	i	-13	i	i	i
46	COc1ccc(NC(=O)CSCC(=O)N=c2sccn2C)cc1	i	i	i	i	i	i	i	-7	i	i	i
47	Cc1ccc(NC(=S)NCc2cccs2)cc1	i	i	i	i	i	i	i	-7	i	i	i
48	COC(=O)c1cccc(NC(=S)N2CCCCC2)c1	i	i	i	i	i	i	i	-4	i	i	i
49	CCN(CC)CCCNC(=O)c1cc(Sc2nnc(C)s2)nc2ccccc12	i	i	i	i	i	i	i	-8	i	i	i
50	CCCCN(C(=O)CSc1nnc(-c2ccccc2OC)n1C)c1c(N)n(Cc2ccccc2)c(=O)[nH]c1=O	i	i	i	i	i	i	i	-11	i	i	i
51	Cc1ccccc1NC(=O)Cc1nnc(SCC(=O)N2CCOCC2)n1C	i	i	i	i	i	i	i	-12	i	i	i
52	O=c1cc(-c2ccc(O)c(O)c2)oc2cc(O)c(C3OC(CO)C(O)C(O)C3O)c(O)c12 (centres undefined)	i	i	i	i	i	i	i	-6	i	i	i
53	CCOc1ccc(C(CC(=O)O)NC(=O)COc2ccccc2)cc1OC (centres undefined)	i	i	i	i	i	i	i	-8	i	i	i
54	Cc1ccccc1C(=O)N1CCC(C(=O)N(C)CCOc2ccccc2)CC1	i	i	i	i	i	i	i	-9	i	i	i
55	COc1cc(/C=N/n2cnnc2)ccc1OCCSc1ccc(C)cc1	i	i	i	i	i	i	i	-5	i	i	i
56	COc1ccc(-c2sc(NC(=O)c3ccc(C)cc3)nc2-c2ccc([N+](=O)[O-])cc2)cc1	i	i	i	i	i	i	i	-10	i	i	i
57	CN1C(=O)c2ccccc2NC(=O)[C@]12O[C@@H]2c1cccc(O)c1	i	i	i	i	i	i	i	-6	i	i	i
58	CCOc1ccc(NC(=O)CN2CCN(CC(=O)c3ccc(OC)c(OC)c3)CC2)cc1	i	i	/	/	i	i	/	/	/	/	i
59	CC(C)(C)C(=O)Nc1scc(-c2ccc(-c3ccccc3)cc2)c1C(=O)O	i	i	i	i	i	i	i	-9	i	i	i
60	COc1ccc(CCn2c(-c3ccco3)nc3nc4ccccc4nc32)cc1	i	i	i	i	i	i	i	-6	i	i	i

Next part.
No.	Structure	TMEM16A inh	MrgX1 PAM	KCNQ1 inh	RGS4 pot	KCNK3 block	MrgX1 agonist	RGS4 block	hERG rescue	KCNQ1 pot	KCNK9 inh	ANO1 activ
61	O=C(O)c1ccc(NC2=Nc3cccc4cccc2c34)cc1	/	/	i	i	i	/	i	-11	i	i	i
62	O=C(CCSc1ccccc1)Nc1ccccc1C(=O)N1CCCC1	i	i	i	i	i	i	i	-11	i	i	i
63	O=C(COC(=O)Cn1cnc2ccccc21)Nc1cc2c(cc1Cl)C(=O)c1ccccc1C2=O	i	i	i	i	i	i	i	-11	i	i	i
64	C=CCn1c(NCc2ccc(N(C)C)cc2)nc2ccccc21	i	i	i	i	i	i	i	-2	i	i	i
